SIRT5 inh: SIRT5 desuccinylase inhibitors, primary screen, biochemical, fluorescence imaging, single point, set 5. NAD-dependent protein deacylase sirtuin-5, mitochondrial (Homo sapiens), Q9NXA8. Purified SirT5, succinyl-peptide AMC, trypsin-coupled fluorescence. inhibition, % at 15 µM. 330,000 tested, 1.1% active; in the data active means inhibition above about 15%; inconclusive means no clear call, values can overlap the other calls
Target sequence (Q9NXA8 whole entry, looked up): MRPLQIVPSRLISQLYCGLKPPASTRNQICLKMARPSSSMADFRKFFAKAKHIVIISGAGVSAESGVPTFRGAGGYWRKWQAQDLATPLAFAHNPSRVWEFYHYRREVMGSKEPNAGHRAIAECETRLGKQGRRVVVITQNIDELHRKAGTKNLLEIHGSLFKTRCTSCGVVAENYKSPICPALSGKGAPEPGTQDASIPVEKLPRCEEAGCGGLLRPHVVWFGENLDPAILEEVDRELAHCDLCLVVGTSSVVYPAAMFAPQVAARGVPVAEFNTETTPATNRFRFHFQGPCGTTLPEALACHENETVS
esBAF inh: Bmi1 luciferase reporter increase in mESCs, primary screen, esBAF inhibitor project, mouse ES cells, Bmi1 luciferase knock-in, single point; 350,000 tested, 2% active; reporter increase, % at 12.5 µM; 24 h; 100% = twice the neutral-well signal; in the data active means activation above about 40%; inconclusive means no clear call, values can overlap the other calls;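 further: 0% = median of the plate's neutral control wells and 100% = double that signal; a rise in the Bmi1 reporter signal indicates esBAF inhibition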
S100A4 MyoIIA: inhibitors of S100A4-myosin IIA peptide binding, primary screen, biochemical, fluorescence polarization, TAMRA-MyoIIA peptide; 360,000 tested, 0.14% active; Protein S100-A4 (Homo sapiens), P26447; AID 652163, 2013; inhibition, % at 10.7 µM;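 active means mean inhibition of at least 70% across replicates, with every replicate also reaching that level; inconclusive means mean inhibition reaches 70% but some replicates fall short; inactive means mean inhibition below 70%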
Target sequence (P26447 whole entry, looked up): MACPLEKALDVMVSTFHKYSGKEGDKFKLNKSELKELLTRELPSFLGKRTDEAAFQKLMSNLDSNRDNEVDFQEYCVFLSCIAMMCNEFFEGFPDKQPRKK
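Material: S100A4 monomer protein | Medium: HEPES pH 7.2 with CaCl2, KCl, NaCl, DTT, Triton | Reagent: Labelled myosin peptide probe, 5 nM | Doses: One dose per compound | Times: 5 min incubation before reading | Benchmarks: Neutral control DMSO, positive control TFP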
LGR2 inh: inhibitors of bursicon-induced LGR2 CRE-luciferase signal, primary screen, cell-based, HEK293, CRE-luciferase reporter, bursicon stimulation; bursicon-stimulated, 4 h; Drosophila bursicon receptor LGR2 (rickets); 380,000 tested, 0.35% active; inhibition, % at 9.99 µM;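 active means drop in luminescence signal, shown as inhibition above about 50% in the replicate tests, limit read from the data, passing the limit was not always enough; inconclusive means probably only some replicates passing the limit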;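 further: agonist challenge used bursicon conditioned medium at about half maximal strength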
Statin myotox sup: suppressors of statin myotoxicity in C2C12 myotubes, primary screen, cell-based, single point, plate reader | C2C12 myotubes + simvastatin, ATP luminescence, 48 h; scaled: DMSO 0, geranylgeraniol control 100 | rescue of ATP level, % at 7.49 µM | 330,000 tested, 0.78% active;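 active means mean ATP rescue above about 67%, or every replicate alone reaching that limit, limit read from the data, passing the limit was not always enough; inconclusive means no clear call, values can overlap the other calls; inactive means mean under the limit and some replicate under it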;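 further: myotubes were challenged with 10 µM simvastatin during compound exposure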
FN deposition inh: inhibitors of fibronectin matrix deposition, primary screen, AH1F cells, Alexa488-fibronectin fluorescence, plate reader | inhibition, % at 12.6 µM | 350,000 tested, 0.086% active | AID 743247, 2014 | AH1F fibroblasts, overnight;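 active means mean inhibition across replicates of 30% or more, regardless of how many single replicates reach that level; inconclusive means mean under 30% yet at least half of replicates reach 30%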;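 further: positive control wells lacked labelled fibronectin entirely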
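Material: AH1F fibroblast monolayer depositing Alexa488-labelled fibronectin into matrix | Input: 10000 AH1F cells/well | Medium: DMEM plus 2% serum, read in PBS | Reagent: Alexa488-fibronectin, 24 nM final in well | Compound dosing: One dose per compound, pinned | Schedule: 1 h adhesion, overnight exposure | Measured by: Fluorescence at 485 nm excitation, 525 nm emission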
CASP6 VEID inh: human caspase-6 inhibitors, primary screen, biochemical, VEID-R110 fluorescence, single point, set 2; P55212; purified caspase-6, Z-VEID-R110 cleavage fluorescence; inhibition, % at 12.5 µM; 350,000 tested, 0.53% active; AID 686996, 2013;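 active means mean inhibition across replicates at least about 35%, with every replicate also reaching that limit, limit read from the data; inconclusive means only one of the two criteria met; inactive means neither criterion met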;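 further: 0% = median of neutral control wells and 100% = no fluorescence left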
Target sequence (P55212 24-179 limits assumed): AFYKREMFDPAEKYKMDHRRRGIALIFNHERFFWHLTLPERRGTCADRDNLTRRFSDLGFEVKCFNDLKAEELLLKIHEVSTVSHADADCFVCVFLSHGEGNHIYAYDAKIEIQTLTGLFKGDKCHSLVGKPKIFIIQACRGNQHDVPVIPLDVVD
Target sequence (P55212 194-293 limits assumed): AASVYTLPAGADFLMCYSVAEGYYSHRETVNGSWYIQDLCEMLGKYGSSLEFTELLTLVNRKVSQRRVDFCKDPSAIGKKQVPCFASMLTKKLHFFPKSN
* = called active by the depositor; ? = inconclusive; . = no result given; & = joins results of further samples. The list is partial; the hit share may differ from the screen's.

Every second line gives: Statin myotox sup, esBAF inh, SIRT5 inh, CASP6 VEID inh, FN deposition inh, S100A4 MyoIIA, LGR2 inh
C[C@@H]1CN([C@H](C)CO)C(=O)c2cc(NC(=O)CCCN(C)C)ccc2O[C@@H]1CN(C)Cc1ccc(Oc2ccccc2)cc1
→ -26.2, -3.5, 4.9, -47.7, ., 4.4, -6.8
COC(=O)N1CCN(S(=O)(=O)c2ccc(F)cc2)CC1
→ -3.6, 0.0, ., ., 9.5, ., .
CO[C@@H]1CN(C)C(=O)c2ccc(NS(=O)(=O)c3ccccc3)cc2OC[C@@H](C)N(Cc2cccnc2)C[C@@H]1C
→ 4.8, 2.6, -2.1, ., -2.7, ., -0.2
COc1ccccc1N1CCN(C(c2cccs2)C(C)NS(=O)(=O)c2ccccc2)CC1 (stereo not given)
→ 4.4, -3.7, -1.1, -0.9, 4.5, 1.4, .
Oc1ccc(C(c2nnnn2CCc2ccccc2)N2CCN(c3nc4ccccc4s3)CC2)cc1 (stereo not given)
→ -22.4, 10.6, -0.3, -2.0, 6.7, -5.8, 9.9
CCCN1C[C@@H](C)[C@@H](OC)CN(C)C(=O)c2cc(NC(=O)C3CCC3)ccc2OC[C@@H]1C
→ -2.2, -5.2, ., ., -0.7, ., 6.0
O=C(C1CCC(CNc2c(N3CCCCC3)c(=O)c2=O)CC1)N1CCc2ccccc2C1 (stereo not given)
→ 1.7, 9.5, -0.6, 1.4, 1.3, 3.0, 10.4
CCSc1cc(Cl)nc(N)n1
→ 17.7, -4.1, -2.2, -0.4, 3.6, -2.7, -12.0
NC(=O)c1cc(C(=O)c2ccc(Cl)cc2Cl)c[nH]1
→ -0.6, 2.7, -2.3, -4.5, 2.1, 0.5, 14.5
Cc1ccc(NC(=O)c2ccc(Cl)c(N3C(=O)CCC3=O)c2)cc1
→ 5.9, 3.1, -2.9, 13.7, 4.0, -9.4, -0.3
CC(=O)C1=C(O)C(CSCc2ccccc2)N(C)C1=O (stereo not given)
→ ., ., -2.2, 1.3, -11.3, -3.2, -0.8
Cc1cccc(CNCc2ccccc2)c1
→ -5.3, 1.2, -1.4, 0.1, -7.1, 0.1, -1.1
COc1cccc(-c2ccc3c(c2)[C@H]2[C@H](CCN2S(=O)(=O)c2ccc(F)cc2)[C@@H](CO)N3C)c1
→ 13.7, -4.5, 7.2, -3.3, -0.9, 7.4, 7.2
COc1ccc2c3c([nH]c2c1)[C@H](CO)N(C(=O)c1ccncc1)CC31CCN(C(=O)c2ccncc2)CC1
→ ., ., 12.6, 5.0, ., 8.8, 1.8
CC(C)(C)n1nc2c(c1NC(=O)COc1ccc(F)cc1)CS(=O)(=O)C2
→ ., ., -2.9, -2.3, 3.3, 2.2, 2.3
COc1ccc(CC(=O)NCC2(N3CCCCC3)CCCCC2)cc1
→ ., ., 0.7, -3.4, 2.9, -57.2, 2.8
COCC(=O)Nc1ccc2c(c1)OC[C@@H](C)N(C(=O)c1ccccc1F)C[C@H](C)[C@H](OC)CN(C)C2=O
→ 2.5, 1.0, 1.5, -0.6, 6.5, 8.2, 10.9
CCOc1ccc(NC(=O)CSc2nc3nc(C)cc(C)n3n2)cc1
→ ., ., -2.7, 1.6, 0.1, 0.7, -28.8
Cc1ccccc1S(=O)(=O)Cc1ccc(C(=O)NCCCN(C)Cc2ccccc2)o1
→ -4.0, -0.5, -4.7, -61.6, 7.6, -0.9, 14.1
Cc1nccn1CCc1nc(N)nc(N)n1
→ 5.3, 0.8, ., ., 3.8, ., -22.7
CCc1sc(C(=O)N2CCc3ccccc32)cc1C
→ ., ., -3.3, 2.8, 6.5, 7.8, -5.1
C[C@H]1CN([C@@H](C)CO)C(=O)c2cc(-c3ccc(C(=O)N(C)C)cc3)cnc2O[C@H]1CN(C)C(=O)C1CC1
→ 11.6, -0.9, -3.1, -1.3, -9.3, -2.5, -4.8
COc1ccc(CNC(=O)Cc2ccc(NC(=O)C3=C(C)OCCS3)cc2)cc1
→ -29.4, 7.6, 0.1, -0.7, 4.9, -5.4, -12.5
CCCN1[C@@H]2Cn3c(ccc(-c4cccc(F)c4)c3=O)[C@H]1[C@@H](C(=O)NCC1CC1)[C@@H]2CO
→ -1.0, -4.2, -7.2, -3.3, ., -19.4, 9.7
COc1ccc(-c2ccc(CN3C(CC(C)C)C(=O)N(Cc4cn(CCC5OCCO5)nn4)CCS3(=O)=O)cc2)cc1OC (stereo not given)
→ -11.3, 2.3, -1.5, 4.2, 2.3, 4.5, 13.1
COc1ccc2c(=O)c3ccccc3oc2c1
→ 8.2, 58.0*, ., -7.2, ., 2.0, .
COc1ccc(NC(=O)Cn2nnc(C(=O)NCc3ccc(C)cc3)c2N)cc1Cl
→ -3.9, -2.2, -11.4, 0.0, -26.7, 1.7, 26.9
Cc1ccc(S(=O)(=O)N(C)C[C@H]2Oc3ccc(NS(=O)(=O)c4cn(C)cn4)cc3C(=O)N([C@H](C)CO)C[C@H]2C)cc1
→ 0.5, -0.9, ., ., ., ., 9.8
CO[C@H](CN(C)S(=O)(=O)c1ccc(C)cc1)[C@H](C)CN(Cc1ccccc1Cl)[C@@H](C)CO
→ 3.9, 3.0, 2.4, 1.8, -3.6, 16.3, -20.2
COc1ccc2c3c([nH]c2c1)[C@H](CO)N(C(=O)NC(C)C)CC31CN(C(=O)c2ccncc2)C1
→ ., ., -3.1, 0.1, -3.6, -12.0, -1.0

Exported tab-delimited: 2 of the compounds above.
molecule	Statin myotox sup	esBAF inh	SIRT5 inh	CASP6 VEID inh	FN deposition inh	S100A4 MyoIIA	LGR2 inh
Cc1ccccc1S(=O)(=O)Cc1ccc(C(=O)NCCCN(C)Cc2ccccc2)o1	-4.0	-0.5	-4.7	-61.6	7.6	-0.9	14.1
Cc1nccn1CCc1nc(N)nc(N)n1	5.3	0.8	.	.	3.8	.	-22.7

The listing continues.
Every second line gives: Statin myotox sup, esBAF inh, SIRT5 inh, CASP6 VEID inh, FN deposition inh, S100A4 MyoIIA, LGR2 inh
CC(=O)c1ccc2noc(-c3ccc(F)cc3)c2c1
→ 7.7, 1.8, -1.7, 4.2, 3.2, 0.1, 9.5
O=C(O)CCc1ccc(S(=O)(=O)Nc2ccc(OCc3ccccc3)cc2)cc1
→ -23.5, 11.1, 9.0, 6.4, -2.7, -18.4, 8.3
O=C(COC(=O)/C=C/c1ccc(F)cc1)NC1CC1
→ 0.3, -4.8, 0.7, 0.7, -2.6, -2.5, -0.7
CN(Cc1ccc(F)cc1)S(=O)(=O)c1nnc(NC(=O)c2ccccc2)s1
→ -19.9, 0.0, -7.1, 1.8, 4.5, 3.2, 1.0
COc1ccc(NC(=S)N2CCN(c3ncccn3)CC2)c(OC)c1
→ ., ., -1.2, -1.1, -2.1, -1.1, -5.3
O=C(O)CSc1ccc2nnc(-c3cccnc3)n2n1
→ ., ., 2.1, -1.4, -4.5, -0.1, -5.3
CC(C)NC(=O)Nc1cccc2c1O[C@@H](CN(C)C(=O)Nc1ccc(F)cc1)[C@@H](C)CN([C@H](C)CO)C2=O
→ -18.9, 3.5, -1.7, 1.3, ., -5.1, -2.5
CC(C)NC(=O)Nc1ccc2c(c1)C(=O)N([C@H](C)CO)C[C@H](C)[C@@H](CN(C)C(=O)Nc1ccccc1)OCCCC[C@H](C)O2
→ ., ., 2.3, ., -7.9, -15.6, 18.8
Nc1nnc(N)c2ccccc12
→ ., ., -1.0, 1.0, ., -2.9, 6.3
O=C(c1cc2ccccc2oc1=O)N1CCOCC1
→ -2.5, 49.5*, -6.3, 3.1, 3.5, 4.8, -68.7
N#C[C@H]1[C@@H](c2ccc(C#CC3CCCCC3)cc2)[C@@H](CO)N1S(=O)(=O)c1ccccc1
→ -271.1, 11.8, 1.4, -3.0, -2.3, -8.1, 7.7
O=C(NCCN1CCCCC1)Nc1ccc([N+](=O)[O-])cc1
→ -3.2, -5.6, 0.4, -6.5, 0.8, -12.2, 1.3
O=C(NCc1ccc(F)cc1)C1CC(=O)N(C2CCCCC2)C1 (stereo not given)
→ 11.3, 11.0, 31.2*, 0.4, 8.6, -11.3, 6.7
COC(=O)c1c(NC(=O)COc2ncnc3ccccc23)sc(C)c1C
→ ., ., -5.8, -1.5, 6.0, 0.7, .
Cc1ccc(OCc2nc3ccccc3n2C)cc1
→ 13.0, 10.4, -2.3, -2.2, 1.2, -7.9, -20.5
O=C(CN(Cc1cccs1)C(=O)CNS(=O)(=O)c1ccc(F)cc1)NCC1CCCO1 (stereo not given)
→ ., ., -6.3, 0.7, -11.9, 0.6, -9.6
CCN(CC)S(=O)(=O)c1ccc(Cl)c(C(=O)OC2CC(C)OC2=O)c1 (stereo not given)
→ -3.4, -0.5, -2.9, 8.9, -4.2, -3.7, 4.3
C[C@H](CO)N1C[C@H](C)[C@H](CN(C)C(=O)Nc2ccc(N3CCCCC3)cc2)OCc2cnnn2CCCC1=O
→ 5.1&1.1, -2.2&-1.0, -3.5&6.8&-1.9, 1.1&-0.1&-0.7, -3.4&-12.7, -43.6&-32.7&-18.6, -1.4&1.4
O=C(CSc1nnc(Nc2ccccc2F)s1)NC1CC1
→ 1.1, 23.8, -0.5, -1.2, 4.8, 0.8, -24.8
CCN1C(=O)[C@H]2[C@@H](c3ccc(Cl)cc3)N3C(=O)CN(CCOC)C(=O)[C@@]3(C)[C@H]2C1=O
→ 4.8, -0.1, -0.5, -2.4, 7.5, -1.6, 9.3
COC(=O)c1ccc2c(=O)n(CCCCCC(=O)O)c(=O)[nH]c2c1
→ ., ., -8.3, 1.3, 6.9, -6.6, 9.3
COc1ccc(NC(=O)CC2C(=O)N(c3ccccc3)C(=O)N2CCc2cccs2)cc1 (stereo not given)
→ ., ., -3.8, 4.4, 2.1, 4.2, 1.5
Cc1ccc2nc(COC(=O)c3cccnc3Cl)cc(=O)n2c1
→ -4.4, ?, ., -2.5, -15.9, 0.9, -22.5
CN(C(=O)CSc1n[nH]c(-c2cccs2)n1)C1CCS(=O)(=O)C1 (stereo not given)
→ 7.5, ., 1.1, -0.2, 3.0, 4.9, -2.3
CCCCn1c(N)c(N(CCOC)C(=O)c2oc3ccc(Br)cc3c2C)c(=O)[nH]c1=O
→ 9.3, -3.8, -0.1, 3.2, 1.3, 3.5, -1.7
COC(=O)CNC(=O)COc1ccccc1
→ -6.9, -0.5, ., ., -4.8, ., .
C[C@@H]1CN([C@H](C)CO)C(=O)c2cc(NC(=O)Cc3ccccc3)ccc2O[C@H]1CN(C)C(=O)Nc1ccc(C(F)(F)F)cc1
→ -42.4, 10.2, 0.4, 2.7, ., -10.7, 3.1

Screening results from PubChem.
